PMI activator: activators of human PMI, primary screen, biochemical, fluorescence intensity, near-Km mannose 6-phosphate; purified human PMI, coupled resazurin fluorescence, 20 min; stronger effect = higher value; 1 = vehicle control, 0 substrate-free wells; activation factor at 20 µM; 0.005% of 190,000 active; AID 1214, 2008;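 active means activation factor of 2 or more at 20 µM, relative to plate controls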
Target sequence (P34949 whole entry, looked up): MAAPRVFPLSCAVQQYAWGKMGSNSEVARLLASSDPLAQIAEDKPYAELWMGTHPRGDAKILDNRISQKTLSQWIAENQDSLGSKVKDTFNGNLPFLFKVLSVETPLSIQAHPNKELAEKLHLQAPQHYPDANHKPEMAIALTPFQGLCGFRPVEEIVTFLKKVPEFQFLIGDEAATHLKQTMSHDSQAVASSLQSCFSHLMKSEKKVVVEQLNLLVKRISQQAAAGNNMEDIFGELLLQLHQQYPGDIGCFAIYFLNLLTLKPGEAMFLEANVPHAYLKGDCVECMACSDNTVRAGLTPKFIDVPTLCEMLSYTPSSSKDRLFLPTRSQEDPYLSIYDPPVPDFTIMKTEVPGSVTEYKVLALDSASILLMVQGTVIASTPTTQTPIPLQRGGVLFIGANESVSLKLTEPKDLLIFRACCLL
NF-kB neuron act: activators of NF-kB expression in neurons, primary screen, cell-based, HTS | 1.6% of 190,000 active | AID 1239, 2008 | fold change at 12.5 µM | human neuronal cells, NF-kB reporter expression; stronger effect = higher value; in the data active means fold change above about 3.3
TNAP inh hiacc: human TNAP enzyme inhibitors, primary screen, biochemical, luminescent, high phosphate acceptor level, uHTS; Alkaline phosphatase, tissue-nonspecific isozyme (Homo sapiens), P05186; purified TNAP, CDP-star luminescence, 1 M DEA; inhibition, % at 20 µM; 0.03% of 200,000 active; AID 1135, 2008;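 active means over 50% inhibition of tissue-nonspecific alkaline phosphatase at 20 µM in the single-dose screen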;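 further: plate controls were DMSO wells for no effect and EDTA-quenched wells as full inhibition for full effect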
PMI act hi M6P: human PMI activators, high substrate, primary screen, biochemical, fluorescence intensity, near-saturating mannose 6-phosphate; coupled PMI enzyme assay, resazurin fluorescence, 20 min; stronger effect = higher value; 1 = untreated enzyme, 0 = substrate-free blank; activation factor at 20 µM; 0.34% of 190,000 active; AID 1216, 2008;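 active means activation factor of 2 or more at 20 µM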
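assay system = human phosphomannose isomerase with PGI, G6PDH, diaphorase coupling enzymes | quantity = 15 ng/mL PMI | incubation = enzyme reaction with compound 20 min at room temperature | medium = HEPES pH 7.4 buffer with MgCl2 and Tween-20 | compound dosing = one concentration, 20 µM, in 1% DMSO | measured by = Diaphorase-driven resazurin-to-resorufin fluorescence, excitation 544, emission 590 nm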
bIAP act: bovine intestinal alkaline phosphatase activators, primary screen, biochemical, bovine IAP, CDP-star luminescence | alkaline phosphatase, intestinal [Bos taurus] | purified bovine IAP, 30 min; stronger effect = higher value; fold of DMSO-control signal, blank-subtracted | activation factor at 20 µM | 0.17% of 200,000 active;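 active means activation factor of 2 or more at 20 µM, a signal rise over negative controls twice the positive control's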
APP 5'UTR act: activators of APP 5'UTR luciferase reporter, primary screen, SH-SY5Y cells; 1% of 190,000 active; activation, % at 2 µM; AID 1276, 2008; SH-SY5Y APP 5'UTR luciferase reporter, luminescence; zero percent = DMSO vehicle wells;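 active means activation above a set limit, based on mean plus 3 SD of controls, cut at about 140% in these data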; further: values of inactives mirror those of a sister screen read the other way
TNAP inh noacc: human TNAP enzyme inhibitors, primary screen, biochemical, luminescent, no phosphate acceptor, uHTS; 0.26% of 200,000 active; AID 1012, 2008; purified TNAP, CDP-star luminescence, 30 min; inhibition, % at 20 µM;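 active means tissue-nonspecific alkaline phosphatase inhibition above about 50% at 20 µM in the single-dose screen, limit read from the data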;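 further: 0% = DMSO negative control and 100% = EDTA positive control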
FLuc act counter: FLuc activators, initial screening, artefact control for FLuc-dependent activation tests, biochemical, ATPlite luminescence; 200,000 tested, under 10 active; activation factor at 10 µM; Luciferin 4-monooxygenase (Photinus pyralis), P08659; AID 1027, 2008; ATPlite luciferase biochemical, 10 min; 0 = ATP-free wells, 1 = DMSO control;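 active means luciferase activation factor, scaled between plate controls, of at least 2 with compound at 10 µM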
Target sequence (P08659 whole entry, looked up): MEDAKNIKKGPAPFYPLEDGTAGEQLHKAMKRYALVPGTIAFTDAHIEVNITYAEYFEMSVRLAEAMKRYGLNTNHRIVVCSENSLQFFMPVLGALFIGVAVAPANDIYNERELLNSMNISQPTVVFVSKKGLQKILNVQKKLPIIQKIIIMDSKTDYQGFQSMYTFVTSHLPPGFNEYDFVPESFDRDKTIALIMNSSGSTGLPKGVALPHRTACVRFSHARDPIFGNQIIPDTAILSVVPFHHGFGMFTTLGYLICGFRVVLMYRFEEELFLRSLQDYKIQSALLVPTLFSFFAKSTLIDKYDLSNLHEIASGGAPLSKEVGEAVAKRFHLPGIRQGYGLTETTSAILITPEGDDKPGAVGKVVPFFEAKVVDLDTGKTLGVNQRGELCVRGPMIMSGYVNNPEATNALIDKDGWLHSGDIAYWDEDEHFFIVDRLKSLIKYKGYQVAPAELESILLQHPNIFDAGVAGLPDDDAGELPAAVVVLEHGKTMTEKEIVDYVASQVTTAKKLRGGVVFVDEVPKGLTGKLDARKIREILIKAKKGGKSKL
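Material: Luciferase/luciferin reagent mix; Doses: test compounds dosed from 2 mM stocks in 100% DMSO; Schedule: 10 min incubation after luciferase reagent addition, room temperature; Measured by: luminescence from luciferase reaction; Read-out: luminescence gain marking luciferase activators.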
FLuc inh counter: firefly luciferase enzyme inhibitors, primary screen, artefact control for luciferase-based inhibitor screens, biochemical, luminescence, ATPLite; inhibition, % at 10 µM; AID 1006, 2008; 1.5% of 200,000 active; 10 min;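 active means inhibition above about 50% when tested at 10 µM, limit read from the data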
TNAP act hi DEA: TNAP activators at high phosphate acceptor level, primary screen, biochemical, luminescence, uHTS; Alkaline phosphatase, tissue-nonspecific isozyme (Homo sapiens), P05186; purified TNAP, CDP-star luminescence, 1 M DEA, 30 min; stronger effect = higher value; 0 = EDTA background, 1 = DMSO-only activity; activation factor at 20 µM; 200,000 tested, under 10 active; AID 1136, 2008;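 active means activation factor at least 2 at 20 µM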
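Assay system: human TNAP; Input: enzyme diluted 1/800 final; Reagent: CDP-star luminogenic substrate at 100 µM final; Timing: 30 min, room temperature; Signal: luminescence; Evaluation: TNAP activation factor scaled between EDTA and DMSO control wells.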
An asterisk follows results filed as active. This is a random part of the collection (roughly 3.6% active in at least one column).

entry	Molecule	PMI activator	NF-kB neuron act	TNAP inh hiacc	PMI act hi M6P	bIAP act
1	Fc1cccc(/C=N/Nc2ncnc3nc[nH]c23)c1	1	2.1	0	0.9	1
2	Cc1ccc(NS(=O)(=O)c2cc(C(=O)N3CCOCC3)ccc2C)cc1C	1	1.3	-8	1	1
3	O=C(CN1CCC(NC(=O)c2ccco2)CC1)Nc1ccccc1[N+](=O)[O-]	1	0.91	-6	1	1
4	Cc1ccc(Cc2cnc(NC(=O)c3ccco3)s2)cc1	1.2	7.4*	4	1.3	0.9
5	NC(=O)N1CCN(C(=O)c2ccco2)CC1	1	0.95	-3	1	1
6	Cc1ccc(N/C=C/C(=O)c2ccccc2)cc1C	1	2.3	2	1.1	0.9
7	Cc1cc(C)c2c(CN3CCN(CCO)CC3)cc(=O)oc2c1	1	1.1	-4	1.1	1
8	COc1ccc(S(=O)(=O)Nc2nncs2)cc1	1	1.6	0	1	0.9

entry	APP 5'UTR act	TNAP inh noacc	FLuc act counter	FLuc inh counter	TNAP act hi DEA
1	17	-102	0.7	28	1
2	-6	-15	1	-4	1.1
3	4	-6	1.1	-6	1.1
4	128	-3	0.6	44	1
5	-12	-6	1	1	1
6	124	-2	0.1	91*	1
7	0	-11	1	-3	1
8	-2	-5	1.1	-6	1

entry	Molecule	PMI activator	NF-kB neuron act	TNAP inh hiacc	PMI act hi M6P	bIAP act
9	COc1ccccc1OC1OC2COC(c3ccco3)OC2C(O)C1NC(C)=O (stereo not drawn)	1	1.3	-3	1.1	0.9
10	c1ccc(-n2nnnc2-n2ccnc2)cc1	0.9	1.2	1	0.8	0.9
11	CCN1CCN(c2nc3sc4c(c3c3ncnn23)CC(C)CC4)CC1 (stereo not drawn)	1	1.6	-5	1	1.1
12	Cc1ccc(-c2nc3ccccn3c2Nc2ccccc2)o1	0.9	1.2	1	1	0.8
13	CCN(CC)S(=O)(=O)c1ccc(N2CCCC2)c(NC(=O)c2ccc(OC)cc2OC)c1	1.5	0.99	-1	1.2	1.1
14	O=C(NC(Cc1c[nH]c2ccccc12)C(=O)N/N=C/c1cccc2ccccc12)c1cccs1 (stereo not drawn)	0.8	0.77	-4	0.9	0.9
15	CCC(C(=O)NCc1ccco1)N(C(=O)CNS(=O)(=O)c1ccccc1)C1CCCCC1 (stereo not drawn)	1	0.89	-3	1	1.1
16	CC(=O)N(c1ccc(Br)cc1)C1C=CS(=O)(=O)C1 (stereo not drawn)	0.9	1	1	0.9	0.9

entry	APP 5'UTR act	TNAP inh noacc	FLuc act counter	FLuc inh counter	TNAP act hi DEA
9	-2	-18	1	-4	1
10	3	-8	1	-5	1
11	4	-10	1	-2	1.1
12	0	-7	1	-2	1
13	-6	-9	1	2	1
14	36	-18	1.1	-6	1
15	16	0	1.1	-7	1
16	-5	-12	1.1	-6	1

entry	Molecule	PMI activator	NF-kB neuron act	TNAP inh hiacc	PMI act hi M6P	bIAP act
17	O=C(NNC(=O)C1CCCO1)c1ccccc1Cl (stereo not drawn)	1	1.1	-2	0.9	1.5
18	O=c1[nH]c2cccc(Cl)c2n(CCNc2ncc(C(F)(F)F)cc2Cl)c1=O	0.9	1.1	-3	0.9	1
19	COc1ccc(OC)c(NC(=O)C2=C(C)NC(=O)NC2c2cccs2)c1 (stereo not drawn)	1	1.1	-5	0.9	1
20	O=[N+]([O-])c1cc(-c2n[nH]c(-c3ccccc3)n2)cc([N+](=O)[O-])c1	1	1.1	-3	1	1
21	COc1ccc(Oc2coc3cc(OC(=O)/C=C/c4ccc(F)cc4)ccc3c2=O)cc1	1	1.1	-2	1.1	0.7
22	C=CCNC(=O)c1sc(-c2ccccc2)nc1C	1	1.1	-4	1.1	0.9
23	CC1Cc2ccccc2N1C(=O)c1ccc(N2CCCCC2)c([N+](=O)[O-])c1 (stereo not drawn)	0.8	1.1	2	0.8	0.9
24	Cc1cc(Cl)ccc1Oc1cccc(C(=O)/C(C#N)=C/N(C)C)c1	1	1.1	-7	1	0.9

entry	APP 5'UTR act	TNAP inh noacc	FLuc act counter	FLuc inh counter	TNAP act hi DEA
17	12	-8	1	-1	1
18	-1	-3	1	0	1
19	6	-4	1	-1	1.1
20	-3	40	1	-5	1
21	11	-12	1.1	-7	1
22	25	-6	1	2	1
23	5	-12	1.1	-6	1
24	-15	-18	1.1	-9	1.1

Brought forward from above: 3 compounds; new compounds follow.
entry	Molecule	PMI activator	NF-kB neuron act	TNAP inh hiacc	PMI act hi M6P	bIAP act
22	C=CCNC(=O)c1sc(-c2ccccc2)nc1C	1	1.1	-4	1.1	0.9
23	CC1Cc2ccccc2N1C(=O)c1ccc(N2CCCCC2)c([N+](=O)[O-])c1 (stereo not drawn)	0.8	1.1	2	0.8	0.9
24	Cc1cc(Cl)ccc1Oc1cccc(C(=O)/C(C#N)=C/N(C)C)c1	1	1.1	-7	1	0.9
25	COc1cc(C(c2c(C)[nH][nH]c2=O)c2c(C)[nH][nH]c2=O)ccc1OC(C)C	0.8	1.1	87*	0.7	1
26	Cc1cc(C(=O)Cn2nc(C(=O)O)c3ccccc3c2=O)c(C)n1-c1ccccc1	1	0.78	1	0.9	1
27	Cc1noc(C)c1S(=O)(=O)N1CCC(C(=O)N2CCN(c3ccccc3Cl)CC2)CC1	0.8	0.93	-5	0.9	0.9
28	C=CCn1c(Cc2ccccc2)n[nH]c1=S	1.1	0.92	-4	1	0.9
29	O=C(COC(=O)C12CC3CC(CC(O)(C3)C1)C2)NCCc1ccc(Cl)cc1	1	1.2	-2	1	1
30	O=C(O)c1sc2cc(C(F)(F)F)cnc2c1-c1cccs1	1.2	1.1	-1	1	1.1
31	Cc1ccc2nc3c(cc2c1)c(NC(=O)c1ccccn1)nn3CC(C)C	0.8	0.62	0	0.8	1
32	Cc1cc(C)c(NC(=O)c2ccc[n+](Cc3ccc([N+](=O)[O-])cc3)c2)c(C)c1	1	1.2	-1	1	0.5

entry	APP 5'UTR act	TNAP inh noacc	FLuc act counter	FLuc inh counter	TNAP act hi DEA
22	25	-6	1	2	1
23	5	-12	1.1	-6	1
24	-15	-18	1.1	-9	1.1
25	0	82*	1.1	-6	0.1
26	51	-5	0.1	92*	1
27	12	-8	1	-1	1.1
28	22	17	1	2	1
29	-6	-12	1	-3	1
30	3	-6	1	3	1
31	-10	1	1	-2	1
32	18	-6	1	-1	1

entry	Molecule	PMI activator	NF-kB neuron act	TNAP inh hiacc	PMI act hi M6P	bIAP act
33	CCn1c(CCCOc2ccc(Cl)cc2Cl)nnc1SCC(=O)Nc1cc(F)ccc1C	0.7	0.68	-1	0.8	1
34	COCCN(C(=O)c1cc(OC)c(OC)c(OC)c1)c1c(N)n(Cc2ccccc2)c(=O)[nH]c1=O	1.1	1.1	4	1	1.1
35	CC(C)c1ccc(C(=O)N2CCN(c3cnn(C)c(=O)c3Cl)CC2)cc1	1	1.4	-5	1	1
36	CC(=O)c1ccc(N2CCCCCC2)c(F)c1	1.3	1.4	-5	1	0.7
37	CCSc1nc(-c2ccccc2)nc(C(Cl)Cl)n1	0.9	0.69	5	1	1
38	COc1ccc(-c2cc(C(=O)OCC(=O)c3ccc(C)c([N+](=O)[O-])c3)c3ccccc3n2)cc1	0.9	0.76	-3	0.9	0.9
39	CCOC(=O)N1CCN(c2nc3c(c(=O)[nH]c(=O)n3C)n2Cc2ccccc2Cl)CC1	1.1	0.9	-6	1.1	1
40	NS(=O)(=O)c1ccc(CNC(=O)/C=C/c2cccc(Cl)c2)cc1	1	1	9	1.2	0.8

entry	APP 5'UTR act	TNAP inh noacc	FLuc act counter	FLuc inh counter	TNAP act hi DEA
33	0	-6	1	2	1
34	6	5	1	-3	1
35	-5	-2	1.1	-8	1
36	8	-17	1	0	1.1
37	-47	-8	1	0	1
38	4	-6	1	3	1
39	5	7	1	-2	1.1
40	-14	-3	1	-4	0.9

entry	Molecule	PMI activator	NF-kB neuron act	TNAP inh hiacc	PMI act hi M6P	bIAP act
41	CC(C)(C)NC(=O)COC(=O)c1cncc(Br)c1	0.6	1.1	-3	0.5	1
42	Cc1ccccc1OCc1nc(C#N)c(N2CCCC2)o1	0.9	0.91	-3	0.9	0.8
43	CCn1ncc(C2=NOC(C(=O)Nc3c(C)n(C)n(-c4ccccc4)c3=O)C2)c1C (stereo not drawn)	1	1	-6	1	0.9
44	Cc1ccccc1C(=O)NC(=S)Nc1ccccc1C(=O)O	1	0.95	-4	1	1
45	O=C(CSc1nnc(-c2ccccc2Br)o1)Nc1cccc2ccccc12	0.8	1.1	1	0.7	0.9
46	CC(OC(=O)Cc1coc2cc3c(cc12)CCC3)C(=O)NCc1ccc2c(c1)OCO2 (stereo not drawn)	0.9	1.1	-1	0.9	0.9
47	CC(C)=CC(=O)OCC(=O)Nc1ccc(Cl)cc1	1	1	-5	1	1

entry	APP 5'UTR act	TNAP inh noacc	FLuc act counter	FLuc inh counter	TNAP act hi DEA
41	-8	-12	1.1	-5	1
42	-5	-5	1	2	1
43	10	-5	1.1	-6	1.1
44	-12	0	1.1	-6	1
45	-3	-17	1	0	1
46	-3	-8	1	0	1
47	2	-4	1	-2	1
